PPC-1+TRAIL kill = compounds killing PPC-1 cancer cells with TRAIL present, primary screen, TRAIL potentiator project, ATPLite luminescence, uHTS; PPC-1 cells + TRAIL, ATPLite viability luminescence; cell killing (% activity), % at 4 µM; hit rate 0.41% among 220,000; AID 1443, 2008;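 active = cell killing above 50% in the first pass at 4 µM, then a duplicate retest at 5 µM averaging 50% or more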;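 note: plate controls were cells with TRAIL plus DMSO for no effect and medium-only wells lacking cells for full effect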
EBV gp42 block = Epstein-Barr virus gp42 inhibitors, primary screen, biochemical, uHTS, fluorescence polarization | Fluorescence polarization binding assay, mP read-out | inhibition, % (tested at 21.74 µM) | hit rate 0.42% among 220,000; in the data active = inhibition above about 50%
Target sequence (Q1HVG2 whole entry, looked up): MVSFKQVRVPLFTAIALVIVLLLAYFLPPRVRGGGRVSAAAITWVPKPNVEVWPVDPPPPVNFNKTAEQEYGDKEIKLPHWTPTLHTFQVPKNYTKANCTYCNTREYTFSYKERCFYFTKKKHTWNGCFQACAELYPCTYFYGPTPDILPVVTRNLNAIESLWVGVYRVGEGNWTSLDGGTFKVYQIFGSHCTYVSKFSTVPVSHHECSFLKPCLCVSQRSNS
NCF1 inh = p47phox/p22phox peptide binding inhibitors, primary screen, biochemical, uHTS, NADPH oxidase regulatory subunit. hit rate 0.53% among 220,000. fluorescence polarization, 2 h. inhibition, % at 24.7 µM;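 active = inhibition above about 30%, limit read from the data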;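 note: 0% = p47phox with labelled peptide and 100% = labelled peptide alone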
TNF necrop inh = inhibitors of TNF-alpha triggered necroptosis, primary screen, cell-based, Jurkat FADD-/-, single concentration; Jurkat FADD-/- TNF necroptosis rescue, ATP luminescence, 24 h; 0 = TNF only, 100 = no-TNF cells; activation (protection from cell death), % at 10 µM; hit rate 0.068% among 220,000; AID 463075, 2010;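 active = activation, meaning protection from cell death, of at least 50% relative to plate controls; inactive = activation below 50%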;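 note: necroptosis triggered by 40 ng/mL TNF-alpha added together with compound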
MDM2 E3 inh = MDM2-luciferase reporter signal enhancers, primary screen, MDM2 E3 ligase inhibitor project, cell-based, luminescence, 1536-well | E3 ubiquitin-protein ligase Mdm2 (Homo sapiens), Q00987 | cell-based MDM2 ubiquitination luciferase reporter, 2 h; 0 = plate control, 100 = twice control, blank-subtracted | signal enhancement, % at 5 µM | hit rate 0.11% among 210,000;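 active = signal enhancement of 30% or more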;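 note: luminescence tracks abundance of the self-degrading MDM2-luciferase fusion protein; higher signal means inhibition of MDM2 E3 ligase activity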
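Material: Stable MDM2–luciferase fusion reporter cells | Amount: 2000 cells seeded into each well | Dosing: One concentration, 5 µM, with 0.2% DMSO | Incubation: 4 h cell settling then 2 h compound exposure, 37 °C | Measured by: Luciferase luminescence | Read-out basis: % enhancement relative to plate controls after blank subtraction | Benchmarks: Control and blank well means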
TRPML3 agonist = human TRPML3 channel agonists, primary screen, cell-based, HEK293 TRPML3-YFP, Fluo-8 calcium fluorescence, 3 µM; Mucolipin-3 (Homo sapiens), Q8TDD5; activation, % at 3 µM; hit rate 0.29% among 220,000; 100% = the carbachol control signal;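 active = activation above its plate's cutoff, the mean activation of the plate's test wells plus 3 SD, cut at about 12% in these data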;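 note: 0% = DMSO only wells and 100% = carbachol wells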
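Test system: HEK293 cells stably carrying human TRPML3-YFP; Doses: single dose, 3 µM final nominal compound, 0.3% DMSO final; Schedule: dye loading 1 h 37 °C then 30 min ambient, 125 s read; Technique: Fluo-8 calcium fluorescence; Benchmarks: high control carbachol 87 µM, low control DMSO.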
CHOP inhibitor = inhibitors of CHOP promoter induction, primary screen, cell-based, unfolded protein response, luciferase reporter; hit rate 3.8% among 220,000; CHO-K1 CHOP-promoter luciferase, tunicamycin-induced, 15-18 h; inhibition, % at 10 µM;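 active = compounds that reduced the stress-induced luciferase reporter signal by more than about 70% of percent inhibition, limit read from the data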;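 note: 0% = tunicamycin plus vehicle and 100% = wells without tunicamycin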
TRPN1 ag = zebrafish TRPN1 channel agonists, primary screen, cell-based, HEK293, calcium fluorescence. transient receptor potential cation channel N1 (TRPN1/NompC), Danio rerio. HEK293 zebrafish TRPN1-YFP, Fluo-8 calcium fluorescence; 100% = response to 87 µM carbachol. activation, % at 3 µM. hit rate 0.18% among 220,000;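 active = activation above its plate's cutoff, the mean activation of test wells on that plate plus 3 SD, cut at about 19% in these data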;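 note: 0% = DMSO alone and 100% = 87 µM carbachol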
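Material: zebrafish TRPN1-YFP in HEK293 cells. Doses: one dose of 3 µM, 0.3% DMSO. Incubation: dye 1 h 37 °C plus 30 min RT. Measured by: intracellular calcium fluorescence with Fluo-8.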
Runt-SMMHC FRET = inhibitors of RUNX1 Runt–CBFb-SMMHC binding, primary screen, biochemical, FRET, Cerulean-Runt, Venus-CBFb-SMMHC, uHTS; Runt-related transcription factor 1 (Homo sapiens) + Core-binding factor subunit beta …; hit rate 0.74% among 220,000; Cerulean-Runt/Venus-CBFb-SMMHC FRET ratio 530/480, 1 h; inhibition, % at 20 µM;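 active = mean inhibition across duplicate retests at 20 µM reaching about 50%, limit read from the data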;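 note: 0% = DMSO wells and 100% = wells with excess untagged CBFb-SMMHC; inhibitors lower the FRET ratio by blocking Runt binding to CBFb-SMMHC; some results filed as inactive read as strong as hits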
Target sequence (Q01196 whole entry, looked up): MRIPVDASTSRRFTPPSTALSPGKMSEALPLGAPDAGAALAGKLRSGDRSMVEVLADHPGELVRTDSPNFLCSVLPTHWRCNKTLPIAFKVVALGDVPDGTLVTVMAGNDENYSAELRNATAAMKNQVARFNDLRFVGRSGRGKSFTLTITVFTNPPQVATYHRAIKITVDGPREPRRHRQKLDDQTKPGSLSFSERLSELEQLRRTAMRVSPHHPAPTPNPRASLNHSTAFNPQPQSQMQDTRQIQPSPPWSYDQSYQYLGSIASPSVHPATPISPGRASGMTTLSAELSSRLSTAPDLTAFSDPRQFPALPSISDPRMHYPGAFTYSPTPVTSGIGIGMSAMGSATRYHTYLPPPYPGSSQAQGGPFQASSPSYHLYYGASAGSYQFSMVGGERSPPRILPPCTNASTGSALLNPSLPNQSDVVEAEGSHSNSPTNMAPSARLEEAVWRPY
Target sequence (Q13951 whole entry, looked up): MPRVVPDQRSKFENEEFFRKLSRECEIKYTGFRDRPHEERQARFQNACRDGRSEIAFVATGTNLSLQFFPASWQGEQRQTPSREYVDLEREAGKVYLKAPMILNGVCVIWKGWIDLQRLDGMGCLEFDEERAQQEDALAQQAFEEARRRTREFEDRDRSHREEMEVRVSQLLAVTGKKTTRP
Numbers without * were called inactive; / = not tested or not shown; [ ] = another dose, or the depositor's remark. Rows are unselected; any-hit rate near 5.9%.

SMILES	PPC-1+TRAIL kill	EBV gp42 block	NCF1 inh	TNF necrop inh	MDM2 E3 inh	TRPML3 agonist	CHOP inhibitor	TRPN1 ag	Runt-SMMHC FRET
N#Cc1c(N)nc2c3c(sc(=N)c2c1N)NC(=O)CC3c1ccccc1Cl (centres undefined)	12	0	-11	-3.0	-22	1.2	-7	0.7	-3
CCOc1c(Nc2ccc(C(C)C)cc2)c(=O)c1=O	13	-3	2	0.1	-8	-0.1	17	0.8	0
Nc1c(C(=O)O)cnn1-c1ccc([N+](=O)[O-])cc1	-12	3	-7	1.9	-13	0.3	-14	0.5	0
O=S(=O)(Nc1ccc(N2CCCCC2)cc1)c1cccs1	5	-17	-7	-3.2	-15	-1.1	12	-1.2	0
Cc1ccc(CNS(=O)(=O)NCc2ccccc2)cc1	15	-10	-8	-0.2	10	-0.5	32	-1.3	1
COc1ccc(Cc2c(O)nc[nH]c2=O)cc1	-3	-14	-17	-2.4	-10	0.8	25	-0.1	-3
Cc1cccc(N2CCN(c3ccc(NC(=O)/C=C(/C(=O)O)c4ccccc4)cc3)CC2)c1	0	-7	10	-0.8	-11	0.8	-32	-3.5	-2
COC(=O)c1ccccc1OCCCOc1ccc(C)cc1OC	/	-8	-2	-3.0	-24	-1.5	47	-1.7	-2
Cc1nc(-n2ncc(C#N)c2N)c2c3c(sc2n1)CCC3	20	18	-2	-2.1	-12	0.7	58	-0.4	-4
CCc1nc(SCC(=O)O)c(C#N)cc1C	5	-16	-6	-0.3	-14	0.2	36	0.4	-6
COc1ccc(-c2[nH]ncc2CN(C)CC2CCCCO2)cc1F (centres undefined)	-3	-1	-11	1.9	1	0.3	7	-0.1	0
Cc1ccc(-n2nnnc2SCC(=O)Nc2sccc2C#N)cc1	31	-14	-34	0.8	-3	0.3	23	1.3	-5

Two entries from above, with each value named.
canonical_smiles: CCOc1c(Nc2ccc(C(C)C)cc2)c(=O)c1=O
  PPC-1+TRAIL kill: 13 | EBV gp42 block: -3 | NCF1 inh: 2 | TNF necrop inh: 0.1 | MDM2 E3 inh: -8 | TRPML3 agonist: -0.1 | CHOP inhibitor: 17 | TRPN1 ag: 0.8 | Runt-SMMHC FRET: 0

canonical_smiles: Nc1c(C(=O)O)cnn1-c1ccc([N+](=O)[O-])cc1
  PPC-1+TRAIL kill: -12 | EBV gp42 block: 3 | NCF1 inh: -7 | TNF necrop inh: 1.9 | MDM2 E3 inh: -13 | TRPML3 agonist: 0.3 | CHOP inhibitor: -14 | TRPN1 ag: 0.5 | Runt-SMMHC FRET: 0

Continuation:
SMILES	PPC-1+TRAIL kill	EBV gp42 block	NCF1 inh	TNF necrop inh	MDM2 E3 inh	TRPML3 agonist	CHOP inhibitor	TRPN1 ag	Runt-SMMHC FRET
CCOC(=O)N1CCN(C(=O)COc2ccc(S(=O)(=O)NC3CCCCC3)cc2C)CC1	-10	3	-16	-4.3	-4	0.6	19	6.0	-6
CCN(CC)S(=O)(=O)c1cc([N+](=O)[O-])ccc1N=Nc1c(O)[nH]c2ccccc12	-6	-36	2	1.1	0	1.7	75*	1.6	-150
N#C/C(=C\c1cc(Cl)cc(Cl)c1O)C(=O)NC1CCCCC1	10	14	-1	-8.3	-9	6.7	17	0.5	-37
COc1ccccc1CNS(=O)(=O)c1ccc2[nH]cc(C(=O)O)c(=O)c2c1	26	-6	-10	-2.9	-35	1.1	14	0.5	3
Cc1nn(-c2ccccc2)nc1CNC(=O)CC(C)(C)C	11	-6	-12	1.0	-3	0.3	9	-1.9	-1
S=c1nc(-c2ccccc2Cl)[nH][nH]1	8	-6	-1	0.4	11	0.3	22	-0.9	6
O=C(/C=C/c1cccc([N+](=O)[O-])c1)OCC(=O)c1ccccc1	10	-6	-3	0.2	-14	0.0	8	1.3	2
COc1ccc(S(=O)(=O)c2cnc3ccc(OC)cc3c2N2CCC3(CC2)OCCO3)cc1	-4	17	-15	-2.0	-13	0.4	-1	2.3	0
CC(NC(=O)C1CCCC1)c1ccc2c(c1)OCCO2 (centres undefined)	-14	-6	-21	3.3	6	-0.3	26	-1.8	2
OCC1(CCOc2ccccc2)CCN(C2Cc3ccccc3C2)CC1	-8	-7	5	1.2	2	0.5	0	0.2	-1
COc1cccc(CNCc2ccc(C(=O)O)cc2)c1OC	12	-11	-19	-0.4	-15	0.8	0	0.9	-3
COc1ccc(Cc2nnc(SCC(=O)Nc3nc(C)cs3)o2)cc1	1	-13	-3	0.9	-35	0.1	24	0.0	-1

Entries of single compounds from above:
`S=c1nc(-c2ccccc2Cl)[nH][nH]1` is listed with PPC-1+TRAIL kill: 8; EBV gp42 block: -6; NCF1 inh: -1; TNF necrop inh: 0.4; MDM2 E3 inh: 11; TRPML3 agonist: 0.3; CHOP inhibitor: 22; TRPN1 ag: -0.9; Runt-SMMHC FRET: 6
`Cc1nc(-n2ncc(C#N)c2N)c2c3c(sc2n1)CCC3` is listed with PPC-1+TRAIL kill: 20; EBV gp42 block: 18; NCF1 inh: -2; TNF necrop inh: -2.1; MDM2 E3 inh: -12; TRPML3 agonist: 0.7; CHOP inhibitor: 58; TRPN1 ag: -0.4; Runt-SMMHC FRET: -4
`Cc1nn(-c2ccccc2)nc1CNC(=O)CC(C)(C)C` is listed with PPC-1+TRAIL kill: 11; EBV gp42 block: -6; NCF1 inh: -12; TNF necrop inh: 1.0; MDM2 E3 inh: -3; TRPML3 agonist: 0.3; CHOP inhibitor: 9; TRPN1 ag: -1.9; Runt-SMMHC FRET: -1

Further results follow:
SMILES	PPC-1+TRAIL kill	EBV gp42 block	NCF1 inh	TNF necrop inh	MDM2 E3 inh	TRPML3 agonist	CHOP inhibitor	TRPN1 ag	Runt-SMMHC FRET
Cn1ccc(C(=O)OCC(=O)c2ccccc2)n1	-5	-5	1	-0.1	1	-0.2	-19	1.1	1
COc1ccccc1NC(=O)CSc1nc(C)c2c(c1C#N)CCCC2	18	-12	0	0.9	-11	0.0	23	1.0	-5
Cc1cc(C)cc(NC(=O)N2CCCN(c3c(Cl)cncc3Cl)CC2)c1	8	-5	-2	1.2	-3	0.5	33	0.5	2
CCCCOc1ccc(-c2nnn(CC(=O)c3c[nH]c4ccccc34)n2)cc1	2	-62	-79	0.6	-4	-0.2	11	0.5	4
CSc1nc(Cl)cc(Nc2ccc(O)cc2)n1	7	5	-8	-3.8	-15	-0.2	20	-1.2	-2
COc1ccc(-c2cc(C(=O)Nc3ccc(C)cc3)no2)cc1	2	-18	-4	-0.4	-5	1.2	-3	1.5	-1
CCn1c(SCC(=O)N/N=C/C=C/c2ccco2)nc2ccccc21	1	16	-9	-1.5	-13	0.6	3	1.7	-7
O=C(CCN1C(=O)c2ccccc2C1=O)N(CCO)Cc1ccccc1	26	-12	-5	-0.9	-8	-1.0	-33	-1.7	-6
C=C(CCC(=O)c1ccccc1)C(=O)c1ccccc1	18	4	2	-10	-15	0.5	-8	0.4	-1
CCOCc1nnc(NC(=O)c2ccco2)s1	-14	-10	1	-0.8	0	0.4	6	-0.6	2
Cc1cccc(OCCN2CSC(=S)N(C)C2)c1	-5	-13	-6	-6.5	-13	-0.2	-68	-0.3	-3
S=C(c1ccc2c(c1)OCO2)N1CCCCCC1	1	-2	-1	2.0	-2	-0.3	24	-1.9	-6
O=C1c2ccccc2C(=O)N1CCC(c1ccccc1)c1ccco1 (centres undefined)	13	-2	-9	-0.4	-4	0.0	31	-0.7	-2
CC(Oc1cccc(NC(=O)c2cccs2)c1)C(=O)c1ccccc1 (centres undefined)	13	14	-13	1.8	-6	0.0	-6	-1.2	-1
CCCNC(=O)C1CCN(c2ccc(S(=O)(=O)N3CCOCC3)cc2Cl)CC1	13	-20	-15	0.6	3	1.8	12	0.8	-1
Nn1c(SCC(=O)Nc2ccc(F)cc2F)nnc1C1CCCCC1	14	0	1	-0.1	-9	-0.7	-2	-0.6	-2
O=S(=O)(N/N=C\c1cn(-c2ccccc2)nc1-c1ccccc1)c1ccccc1	8	-3	-10	0.9	-17	-1.3	96*	-2.7	2
Cc1nn(Cc2cccc(C(=O)NN)c2)c(C)c1Cl	21	-7	3	5.8	-13	-0.5	-5	0.1	1
CCCCCCCCCn1c2c(c(=N)c3c1CCC3)CCCC2	48[5 µM]	-12	-1	-10	-39	1.2	106*	0.4	4
CCCOc1ccc(-c2nc(C#N)c(N3CCC(C(N)=O)CC3)o2)cc1	-17	-1	-11	-0.3	-11	0.5	-10	1.0	2
COc1ccc(OC)c(C(c2nnnn2CC2CCCO2)N2CCN(C3CCCC3)CC2)c1 (centres undefined)	5	-11	-1	1.2	-4	0.3	-15	0.1	3
O=C(OCCN1C(=O)c2ccccc2C1=O)c1cnccn1	8	-17	13	0.4	-13	0.6	45	1.6	-2
O=C(Nc1ccccc1)c1cccc(Cn2cc(C(F)(F)F)ccc2=O)c1	17	0	-12	1.5	-8	-0.3	2	0.9	2
CNC(=S)N/N=C(\C)c1ccc(C(C)(C)C)cc1	26	4	-7	1.0	-17	-0.8	27	-1.5	0
